# Granule exo inh: blocks lytic granule exocytosis. TALL-104 LAMP-1 surface exposure, flow cytometry; cells stimulated with thapsigargin and PMA. inhibition, % at 10 µM. hit rate 0.66% among 360,000. AID 651702;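 active = inhibition above about 55%, limit read from the data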
# MC4R barr agon: activates human MC4R beta-arrestin recruitment. P32245. U2OS MC4R beta-arrestin complementation, luminescence; percent of melanotan II response, DMSO zero. hit rate 0.98% among 360,000. AID 540308. activation, % at 8.9 µM;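 active = activation above a per-plate cutoff, the mean activation of sample wells on that plate plus 3 SD, cut at about 8% in these data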
# Target sequence (P32245 whole entry, looked up): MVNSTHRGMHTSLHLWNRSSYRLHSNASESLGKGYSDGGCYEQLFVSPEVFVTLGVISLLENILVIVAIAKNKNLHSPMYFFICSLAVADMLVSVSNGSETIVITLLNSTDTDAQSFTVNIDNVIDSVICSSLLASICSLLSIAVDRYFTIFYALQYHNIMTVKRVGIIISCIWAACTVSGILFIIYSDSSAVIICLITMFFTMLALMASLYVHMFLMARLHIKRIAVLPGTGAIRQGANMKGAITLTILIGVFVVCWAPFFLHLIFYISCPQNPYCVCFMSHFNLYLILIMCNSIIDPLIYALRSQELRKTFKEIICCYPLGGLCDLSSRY
# ABCB6 inh 2: blocks the human ABCB6 transporter | AID 602162 | hit rate 0.19% among 360,000 | Q9NP58 | fluorescence ratio to DMSO, % at 10 µM | K562-ABCB6 porphyrin accumulation, flow cytometry, 1 h; hits give low values;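 active = fluorescence ratio to DMSO below 75%, the collection mean minus 3 SD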;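 also: signal is porphyrin accumulated inside mitochondria; 100% equals median channel fluorescence of DMSO control wells; lower ratio means ABCB6 inhibition with less porphyrin fluorescence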
# MC4R antag cAMP: blocks human MC4R cAMP signaling; AID 540295; P32245; inhibition, % at 6.5 µM; MC4R-expressing cells, MTII-stimulated cAMP, LANCE TR-FRET; hit rate 0.48% among 360,000;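 active = inhibition above its plate's cutoff, the mean of tested wells on that plate plus 3 SD, cut at about 29% in these data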;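 also: 0% = Melanotan II alone and 100% = Melanotan II plus saturating MCL0020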
#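 Material: human MC4R-expressing U2OS cells. Probe or stimulus: Melanotan II challenge. Dosing: 6.5 µM single dose. Times: 30-min compound, 1-h challenge, 1-h detection, room temperature. Technique: TR-FRET with Eu-cAMP and labeled anti-cAMP, 671 nm. Replication: singlicate.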
# aDG glyco up: alpha-DG glycosylation activation; Pro5-aDG cells, alpha-DG glycosylation AlphaScreen (IIH6); 0% Pro5, 100% B10-LARGE cell signal; AID 624168; activation, % at 10 µM; hit rate 0.22% among 360,000;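 active = activation of at least 8% versus controls, or a plate z-score of at least 8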;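 also: Pro5 are CHO cells carrying HIG-tagged alpha-DG that lacks glycosylation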
# Glyco luc inh: blocks N-linked glycosylation in D54 reporter cells; D54 ERlucT glycosylation luciferase reporter, 24 h; percent of 100 nM tunicamycin response; reporter increase, % at 12.5 µM; hit rate 0.23% among 360,000;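 active = mean luciferase reporter signal, scaled so untreated is 0 and the glycosylation-blocking control 100, at or above a set limit in every replicate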;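 also: luciferase carries N-glycosylation sites so blocking glycosylation raises the light; 0% = median of neutral control wells and 100% = median of 100 nM tunicamycin wells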
# HTR2A ag: agonists of mouse serotonin 5-HT2A receptor (HTR2A) | CHO-K1 mHTR2A beta-arrestin complementation, luminescence; percent of 30 µM serotonin response | activation, % at 7.6 µM | hit rate 0.66% among 360,000;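 active = activation above a run cutoff, the mean activation of all tested compounds plus 3 SD, cut at about 14% in these data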;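 also: 0% = plate median of compound wells and 100% = 30 µM serotonin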
# Target sequence (P35363 whole entry, looked up): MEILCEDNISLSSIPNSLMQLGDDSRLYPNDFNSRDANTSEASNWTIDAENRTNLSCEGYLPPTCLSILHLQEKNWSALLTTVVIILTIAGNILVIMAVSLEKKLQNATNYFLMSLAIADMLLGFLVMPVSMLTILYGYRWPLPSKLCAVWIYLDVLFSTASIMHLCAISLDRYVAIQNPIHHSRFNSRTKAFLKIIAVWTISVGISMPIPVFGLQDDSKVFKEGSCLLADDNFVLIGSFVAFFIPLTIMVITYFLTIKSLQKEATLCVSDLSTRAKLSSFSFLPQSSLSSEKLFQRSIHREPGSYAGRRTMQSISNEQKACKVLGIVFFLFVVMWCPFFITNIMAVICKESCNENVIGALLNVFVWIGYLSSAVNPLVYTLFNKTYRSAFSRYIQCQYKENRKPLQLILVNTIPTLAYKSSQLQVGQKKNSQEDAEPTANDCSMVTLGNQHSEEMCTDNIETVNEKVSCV
# Cardio protect: myocardial damage modulation in H9c2 cells; H9c2 cardiomyocytes, H2O2 injury protection, ATPLite, 2 h; protection from H2O2 cell death, % at 20 µM; hit rate 0.63% among 360,000;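 active = compounds giving at least 50% protection of heart cells from peroxide-induced death in the single-dose screen, raw or plate-pattern-corrected value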;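 also: 0% = DMSO wells with peroxide and 100% = DMSO wells without peroxide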
# ABHD5-PLIN5 inh: inhibitors of human ABHD5-perilipin-5 interaction; Q00G26+Q8WTS1; Split G. princeps luciferase complementation, luminescence, 4 h; inhibition, % at 4 µM; hit rate 0.78% among 360,000; AID 602281;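 active = inhibition above the mean inhibition across every tested compound plus 3 SD, cut at about 22% in these data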;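 also: 0% = DMSO only wells and the 100% control is not disclosed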
# iPSC survival up: enhancers of human iPSC single-cell survival; hit rate 0.044% among 360,000; survival enhancement, % at 20 µM; AID 602274; hiPSC single-cell survival, ATPlite luminescence; 100% = ROCK inhibitor wells, 0% = DMSO; in the data active = survival enhancement above about 18%;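 also: cells exposed to compounds for 16 hours before the ATP read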
# The depositor's hits bear a star; . = no result given. Compounds as they come, and some 4.5% of all compounds hit somewhere here.
SMILES,Granule exo inh,MC4R barr agon,ABCB6 inh 2,MC4R antag cAMP,aDG glyco up,Glyco luc inh,HTR2A ag,Cardio protect,ABHD5-PLIN5 inh,iPSC survival up
COc1ccc(CC(=O)NCCCc2ccccc2)cc1OC,1,1.4,96,11,0.3,-1,5,-4,1,0.2
COc1ccccc1N1C(=O)CSC1=NC(=O)c1ccccc1,0,-2.2,102,3,0.0,1,-6,1,-9,-0.4
CN(C)S(=O)(=O)c1ccc(N/C=C(\[N+](=O)[O-])S(=O)(=O)c2ccccc2)cc1,-1,-1.1,98,24,-0.2,2,-2,7,-5,-0.1
CCOC(=O)CNC(=O)COc1ccc(Cl)cc1Br,-3,-0.2,96,12,-0.1,2,0,4,-6,0.2
CCN(CC)CCn1c2ccccc2c2cnc(N)c(C#N)c21,1,0.8,102,7,0.5,21,-6,8,3,-3.4
CC1CCCCN1C(=O)CN1C(=O)CN(C)C(=O)c2ccccc21 (stereo not drawn),-2,-1.8,93,8,-0.3,1,0,-6,1,1.8
CCC(C)c1ccccc1NC(=O)C(C)N(C)Cc1cccc(OC)c1 (stereo not drawn),1,-2.0,96,-9,0.3,-3,-1,-10,-4,-0.3
CCOC(=O)C1CCN(S(=O)(=O)c2c(C)noc2C)CC1,2,0.6,101,1,-0.2,3,3,-2,5,1.8
COc1cccc(CN2CCN(Cc3cccn3-c3cccnc3)CC2CCO)c1 (stereo not drawn),-6,1.7,99,1,0.2,1,4,2,6,-0.2
CN1C(C)(C)CC(NC(=O)CCC(=O)NC2CC(C)(C)N(C)C(C)(C)C2)CC1(C)C,0,-0.1,88,0,0.3,1,-3,-8,10,4.0
O=c1[nH]c(Cc2ccc(F)cc2)nc2scc(-c3ccc(F)cc3)c12,-1,1.9,101,23,0.9,-3,-4,-11,-4,0.8
CCOc1ccc(C(=O)COC(=O)Cn2cnc3c2c(=O)n(C)c(=O)n3C)cc1,1,-4.1,94,-2,0.1,3,1,-2,-5,-0.5
CCOC(=O)N1CCC(Nc2c(NCCCN(CC)c3cccc(C)c3)c(=O)c2=O)CC1,1,1.5,111,3,-0.3,-1,-1,-18,-4,1.7
Cc1nnc(SCC(=O)Nc2ccccc2NC(=O)CSc2nnc(C)s2)s1,-2,-1.6,90,-3,-0.2,0,1,-2,5,2.6
O=S(=O)(O)c1nc2ccccc2[nH]1,2,-0.5,102,35*,0.1,0,-2,2,2,-0.2
COc1ccc(NS(=O)(=O)c2cccc(C(=O)NN=Cc3ccc(OC)c(O)c3)c2)cc1,-6,-3.2,88,-4,0.0,3,-6,-5,-5,-0.4
CCN(CC)S(=O)(=O)c1cc(C(=O)Nc2ccccc2C(=O)O)ccc1OC,-1,2.1,99,12,-0.1,2,1,-7,9,-0.9
CCC(CO)Oc1cc(NC(=O)c2ccc([N+](=O)[O-])cc2)c2ncn(C(C)C)c2c1 (stereo not drawn),-4,-1.8,97,3,0.3,1,-1,6,-10,-2.1
Cc1ccc2nc(Cl)c(-c3ccccc3)cc2c1,13,4.9,98,7,0.1,0,-2,-5,-2,-0.5
COc1ccc(-n2cc(CN(C)Cc3n[nH]c(=O)[nH]3)c(-c3cccc(F)c3)n2)cc1,9,1.1,106,18,0.1,3,3,-4,8,-2.2
CCN(CC)C(=O)NC(c1ccc(C)c(F)c1)C(Cl)(Cl)Cl (stereo not drawn),2,1.6,96,14,0.2,1,-2,0,-3,1.3
Cc1noc(C)c1C(=O)N(CC(C)C)c1nc2ccccc2s1,-2,-0.8,97,4,-0.3,-1,-2,4,0,-0.4
COc1ccc(CCNC(=O)Cn2cnc3c(cnn3-c3ccccc3Cl)c2=O)cc1OC,-6,-0.7,104,9,0.0,-1,-3,0,-4,-1.7
CCn1c(SCC(=O)NCc2ccc(F)cc2)nc2c(c1=O)SC(C)C2 (stereo not drawn),2,0.1,90,2,0.0,4,0,7,0,-0.1
CC(Oc1ccccc1)C(=O)Nc1ccc(F)c(S(=O)(=O)N2CCOCC2)c1 (stereo not drawn),-4,-1.8,100,0,0.0,-2,-8,6,-14,-0.6
# More structures follow.
SMILES,Granule exo inh,MC4R barr agon,ABCB6 inh 2,MC4R antag cAMP,aDG glyco up,Glyco luc inh,HTR2A ag,Cardio protect,ABHD5-PLIN5 inh,iPSC survival up
Cc1cc(C)c(NC(=O)C(C)c2cccc(C(=O)c3ccccc3)c2)c(C)c1 (stereo not drawn),-1,-1.1,98,3,0.3,-4,0,-6,-1,0.2
CSc1ncnc2c1ncn2CCCNCc1ccc2c(c1)OCO2,-1,-1.8,101,7,0.0,3,0,11,-1,-1.5
CC(=O)n1cc([C@H]2C=C(C(=O)N3CCOCC3)O[C@@H](OCc3ccc(CO)cc3)C2)c2ccccc21,-4,-1.1,99,11,0.8,1,1,12,-6,1.0
CC(Sc1ncnc2sc(-c3ccccc3)cc12)C(=O)NCC1CCCO1 (stereo not drawn),0,-2.1,97,0,-0.1,-12,-6,-3,-13,-0.1
O=C(COC(=O)Cc1n[nH]c(=O)c2ccccc12)Nc1c(Br)cc([N+](=O)[O-])cc1Br,1,-1.1,96,-3,0.2,0,1,97*,-4,0.4
O=S1(=O)CCN(OCc2ccc(F)cc2Cl)CC1,-6,-1.7,95,8,-0.4,0,1,8,4,-1.0
COc1ccc(NC(=O)CN2C(=O)NC3(CCCCC3C)C2=O)cc1OC (stereo not drawn),0,-1.6,100,-1,0.0,3,2,5,-1,-0.3
CC(Cc1cccs1)NC(=O)c1cccs1 (stereo not drawn),2,-0.6,98,0,-0.5,1,-4,0,2,-2.0
CCOC(=O)[C@]12CCCC=C1N(Cc1ccco1)C(=O)[C@H](CC(=O)NCCCN1CCCC1=O)C2,-4,.,98,.,-0.1,.,-2,.,-3,0.2
Cc1ccc(S(=O)(=O)NCC(=O)N2CCN(S(=O)(=O)c3ccc(Cl)cc3)CC2)cc1C,-1,-0.6,103,12,0.0,-1,3,-8,2,-0.3
COc1ccc(C(=O)CCC(=O)N2CCN(c3ccc(N4CCOCC4)nn3)CC2)cc1,40,-0.2,94,5,0.0,0,2,4,-4,-2.5
O=C(CN1CCN(c2ccccc2)CC1)N/N=C/c1cccc(F)c1,-2,-0.1,91,6,-0.1,2,-1,-4,-1,-1.3
COC(=O)c1[nH]c2cc(OC)ccc2c1NC(=O)CCN1CCSCC1,0,-1.4,97,0,0.1,1,8,-1,-1,-3.0
Cc1ccc(OCC(=O)OC(C)C(=O)NC2CCCCC2C)cc1C (stereo not drawn),2,-1.6,100,3,-0.1,2,-3,-2,5,4.5
Cc1cc(OC(=O)c2ccco2)c2c(C)cc(=O)oc2c1,1,-2.0,98,8,0.2,4,2,-2,0,-3.0
COC(=O)c1ccc(/C=N/N2CCN(Cc3ccc(Cl)cc3)CC2)cc1,-12,-0.2,99,-3,0.1,-2,7,-3,-5,-0.1
C=CCN(C(=O)c1ccccc1)c1ccc(OC)cc1,0,-1.5,95,17,-0.1,9,-3,-3,0,0.7
CCN(CC)CCN1C(=O)C(O)=C(C(=O)c2cccs2)C1c1ccc(C)o1 (stereo not drawn),5,1.6,89,9,0.1,1,-2,2,-1,-1.4
CCN(CC)CCSc1nc(O)c(-c2ccccc2)c(=O)[nH]1,-2,1.6,97,1,0.2,-1,1,6,1,1.1
COc1ccc2c(C(=O)CN3CCN(c4ccccc4)CC3)c[nH]c2c1,-1,-0.1,145,-5,0.0,2,2,6,6,-0.5
O=C1C2CCCN2C(c2ccccc2)N1c1ccc(Cl)cc1 (stereo not drawn),3,1.4,95,3,0.0,-7,8,-1,-4,-2.0
COc1ccc(-c2cc3nc(-c4ccccc4)cc(N4CCN(C(=O)c5ccsc5)CC4)n3n2)cc1,1,-0.5,93,23,0.3,-5,0,24,0,-2.2
O=[N+]([O-])c1cccc(CSc2nnc(Cc3ccccc3)n2-c2ccc(F)cc2)c1,-3,1.8,97,1,0.1,-3,5,6,8,0.4
CC(CCN1CCC(CN2C(=O)C(=O)NC[C@@H]2Cc2ccccc2)CC1)c1ccccc1 (stereo partly drawn),2,1.1,98,3,0.3,1,-4,3,7,1.6
Cn1cnnc1SCC(=O)NC1CCCN(Cc2ccccc2F)C1 (stereo not drawn),0,-1.8,95,3,-0.5,1,2,4,4,0.4

# 2 compounds picked at random from those above:
SMILES,Granule exo inh,MC4R barr agon,ABCB6 inh 2,MC4R antag cAMP,aDG glyco up,Glyco luc inh,HTR2A ag,Cardio protect,ABHD5-PLIN5 inh,iPSC survival up
CC(=O)n1cc([C@H]2C=C(C(=O)N3CCOCC3)O[C@@H](OCc3ccc(CO)cc3)C2)c2ccccc21,-4,-1.1,99,11,0.8,1,1,12,-6,1.0
CC(Sc1ncnc2sc(-c3ccccc3)cc12)C(=O)NCC1CCCO1 (stereo not drawn),0,-2.1,97,0,-0.1,-12,-6,-3,-13,-0.1

# The list goes on:
SMILES,Granule exo inh,MC4R barr agon,ABCB6 inh 2,MC4R antag cAMP,aDG glyco up,Glyco luc inh,HTR2A ag,Cardio protect,ABHD5-PLIN5 inh,iPSC survival up
COc1ccc(OC)c(/C=C/C(=O)Nc2cccc(S(=O)(=O)N3CCCC3)c2)c1,1,2.8,98,0,-0.2,-3,3,0,1,-2.3
COc1ccc(-n2nnnc2SCC(=O)Nc2ccccc2)cc1,-2,-1.6,94,2,0.2,1,-3,8,-6,-2.0
Cc1cc(OC(F)F)ccc1NC(=O)Nc1ccc2c(c1)OCO2,2,-0.2,101,8,0.2,3,-11,10,-3,-0.3
CCCCc1c(-c2ccccc2OC)ncn1CCc1ccc(Cl)cc1,23,.,801,.,0.4,.,-6,.,1,-0.1
NC(=O)c1cc(S(=O)(=O)NCCc2ccc(Cl)cc2)cs1,0,-2.0,103,8,0.0,-2,-4,-4,-3,-0.3
Cn1c(=O)oc2cc(S(=O)(=O)Nc3ccccc3O)ccc21,-3,-0.5,92,3,0.1,2,1,3,12,0.1
CSc1ccc(Cn2c(C)c(C(=O)NCc3ccc4c(c3)OCCO4)sc2=O)cc1,-5,-0.2,97,9,-0.1,-6,-7,1,0,-0.1
CN1CCN(C(c2ccccc2)c2nnnn2C(C)(C)C)CC1 (stereo not drawn),-4,.,99,.,-0.1,.,-6,.,-4,1.0
CCOC(=O)c1cc(C)n(Cc2cccc(OC)c2OC)c1C,-1,-1.1,97,5,3.0,-3,-1,4,-4,-2.2
Cc1nc2ccccc2c(=O)n1NCc1cccs1,0,0.6,96,5,0.1,3,8,10,-1,-0.2
Cc1c(NC(=O)CN2C(=O)NC3(CCC(C)CC3)C2=O)c(=O)n(-c2ccccc2)n1C (stereo not drawn),-1,-1.8,99,5,1.0,2,0,4,0,-0.6
CC(=Nc1ccc(C)cc1)c1sc2ccccc2c1O,6,-2.9,89,-7,0.0,-14,4,-21,-6,-3.1
Nc1nc2c(Br)ccc(Br)c2cc1C(=O)NCCc1ccccc1,-1,.,101,.,0.1,.,-3,.,6,-0.3
CN1CCN(NC(=O)c2cccc(C(F)(F)F)c2)CC1,0,-1.4,98,-2,-0.2,1,-4,-1,0,0.3
O=C1CC(c2ccccc2)CN1S(=O)(=O)c1ccccc1 (stereo not drawn),0,-1.1,98,16,-0.1,-3,0,4,7,1.3
